PRC2 inh: inhibitors of human EZH2/PRC2 methyltransferase. PRC2 H3K27 methylation, DELFIA TRF, 1 h. inhibition, % at 12.5 µM. 57,000 compounds, 0.35% hits;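 active = mean inhibition of replicates at least 50% and every single replicate also reaching 50%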;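 also: dimethyl H3K27 on biotinylated H3 21-44 peptide detected by antibody; plate controls were median neutral control wells for no effect and median positive control wells for full effect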
Target sequence (Q15910 whole entry, looked up): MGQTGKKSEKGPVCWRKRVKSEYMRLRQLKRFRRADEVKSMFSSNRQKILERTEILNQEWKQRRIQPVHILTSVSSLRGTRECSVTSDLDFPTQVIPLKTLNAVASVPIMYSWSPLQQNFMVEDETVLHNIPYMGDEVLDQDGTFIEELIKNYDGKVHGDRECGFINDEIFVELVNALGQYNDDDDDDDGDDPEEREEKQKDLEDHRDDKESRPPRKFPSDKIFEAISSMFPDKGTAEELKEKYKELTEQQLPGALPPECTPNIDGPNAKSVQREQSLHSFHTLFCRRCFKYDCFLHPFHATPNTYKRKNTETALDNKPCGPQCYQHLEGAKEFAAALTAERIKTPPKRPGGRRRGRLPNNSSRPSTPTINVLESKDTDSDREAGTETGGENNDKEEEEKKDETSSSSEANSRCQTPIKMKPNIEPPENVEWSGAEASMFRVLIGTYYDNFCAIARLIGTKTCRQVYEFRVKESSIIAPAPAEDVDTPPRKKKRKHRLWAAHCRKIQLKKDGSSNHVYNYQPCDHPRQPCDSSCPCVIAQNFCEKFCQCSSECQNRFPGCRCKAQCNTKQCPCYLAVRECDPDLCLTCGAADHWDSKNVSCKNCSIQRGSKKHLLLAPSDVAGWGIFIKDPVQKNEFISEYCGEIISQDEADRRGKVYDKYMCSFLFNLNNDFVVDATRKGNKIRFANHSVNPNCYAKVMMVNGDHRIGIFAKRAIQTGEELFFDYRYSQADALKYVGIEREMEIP
IDH1 R132H inh: inhibitors of human IDH1 R132H. O75874. IDH1 R132H reductase, diaphorase/resazurin fluorescence, 60 min. inhibition, % at 10 µM. 70,000 compounds, 0.18% hits. AID 624101; in the data active = inhibition above about 34%;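 also: 0% = DMSO and 100% = no enzyme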
The depositor's hits bear a star; . = no result given. Not all compounds are listed. The share of hits here may be higher or lower than overall.

smiles	PRC2 inh	IDH1 R132H inh
C[C@@H]1CN([C@H](C)CO)C(=O)c2cccc(NS(=O)(=O)c3ccc(F)cc3)c2O[C@H]1CN(C)CC1CC1	2	0.7
C[C@@H]1CN([C@@H](C)CO)C(=O)c2cc(-c3cccnc3)cnc2O[C@@H]1CN(C)C(=O)C1CCOCC1	11	0.3
C[C@@H]1CN([C@@H](C)CO)C(=O)c2cc(N(C)C)ccc2O[C@@H](C)CCCCO[C@@H]1CN(C)C(=O)Nc1ccc(C(F)(F)F)cc1	-23	-3.3
Cc1nn(CC(O)Cn2cnc3c2c(=O)n(C)c(=O)n3C)c(C)c1Br (stereo not given)	-12	0.0
C[C@H](CO)N1C[C@H](C)[C@H](CN(C)C(=O)Cc2cccnc2)Oc2ncc(Br)cc2C1=O	-8	.
C[C@H](CO)N1C[C@H](C)[C@H](CN(C)S(=O)(=O)c2ccccc2)Oc2ccc(NC(=O)Nc3ccccc3)cc2C1=O	8	-4.4
CNC[C@@H]1Oc2ncc(Br)cc2C(=O)N([C@H](C)CO)C[C@H]1C	1	0.7
C[C@H](CO)N1C[C@H](C)[C@@H](CN(C)Cc2ccc(Oc3ccccc3)cc2)Oc2c(NC(=O)C3CC3)cccc2C1=O	.	0.7
C[C@@H]1CN([C@@H](C)CO)C(=O)Cc2cc(NC(=O)C3CCCCC3)ccc2O[C@@H]1CN(C)C	3	-0.7
c1csc(-c2nn3c(Cn4cnc5ccccc54)nnc3s2)c1	1	-0.4
Cc1noc(C)c1NC(=O)N(C)C[C@@H]1Oc2ccc(NC(=O)Nc3ccccc3)cc2CC(=O)N([C@H](C)CO)C[C@H]1C	.	0.3
CO[C@@H]1CN(C)C(=O)c2cc(NC(=O)c3cccc(F)c3)ccc2OC[C@H](C)N(C)C[C@@H]1C	-2	0.0
C[C@H](CO)N1C[C@H](C)[C@@H](CN(C)CC2CCCCC2)Oc2ccc(NC(=O)c3ccncc3)cc2CC1=O	.	0.2
CN(CC(=O)Nc1ccccc1F)S(=O)(=O)c1ccc2ccccc2c1	-1	-0.3
COc1ccc(NC(=O)N(C)C[C@@H]2Oc3ccc(NC(=O)Nc4ccccc4)cc3CC(=O)N([C@H](C)CO)C[C@H]2C)cc1	.	-0.1

6 of the compounds above, with values under each structure.
Below each SMILES – PRC2 inh, IDH1 R132H inh
C[C@@H]1CN([C@@H](C)CO)C(=O)Cc2cc(NC(=O)C3CCCCC3)ccc2O[C@@H]1CN(C)C
 : 3, -0.7
C[C@H](CO)N1C[C@H](C)[C@@H](CN(C)Cc2ccc(Oc3ccccc3)cc2)Oc2c(NC(=O)C3CC3)cccc2C1=O
 : ., 0.7
C[C@H](CO)N1C[C@H](C)[C@@H](CN(C)CC2CCCCC2)Oc2ccc(NC(=O)c3ccncc3)cc2CC1=O
 : ., 0.2
C[C@@H]1CN([C@@H](C)CO)C(=O)c2cc(N(C)C)ccc2O[C@@H](C)CCCCO[C@@H]1CN(C)C(=O)Nc1ccc(C(F)(F)F)cc1
 : -23, -3.3
C[C@H](CO)N1C[C@H](C)[C@H](CN(C)S(=O)(=O)c2ccccc2)Oc2ccc(NC(=O)Nc3ccccc3)cc2C1=O
 : 8, -4.4
c1csc(-c2nn3c(Cn4cnc5ccccc54)nnc3s2)c1
 : 1, -0.4

Remaining list, next part:
smiles	PRC2 inh	IDH1 R132H inh
C[C@H](CO)N1C[C@H](C)[C@@H](CN(C)Cc2ccncc2)Oc2c(NC(=O)c3ccc(-c4nccs4)cc3)cccc2C1=O	.	-1.7
C[C@@H]1CN([C@@H](C)CO)S(=O)(=O)c2ccc(C#C[C@@H](C)O)cc2O[C@H]1CN(C)CC1CCOCC1	.	0.1
CCOc1ccc(NC(=O)Cn2cnc3sc(C(N)=O)c(C)c3c2=O)cc1	-7	0.2
C[C@@H]1CN([C@@H](C)CO)C(=O)Cc2cc(NC(=O)Cc3cn(C)c4ccccc34)ccc2O[C@H]1CN(C)CC1CC1	.	-36
C[C@@H]1CN([C@@H](C)CO)C(=O)c2cc(NS(C)(=O)=O)ccc2O[C@@H]1CN(C)C(=O)Nc1cccc2ccccc12	3	-0.5
CO[C@@H]1CN(C)C(=O)c2ccc(NC(=O)NC3CCCCC3)cc2OC[C@@H](C)N(CC2CCOCC2)C[C@H]1C	-12	0.1
CNC[C@H]1OCCCC[C@H](C)Oc2ccc(NS(=O)(=O)c3ccccc3)cc2C(=O)N([C@@H](C)CO)C[C@@H]1C	-6	2.9
CC(NS(=O)(=O)c1ccc(Br)cc1)C(=O)Nc1cccc([N+](=O)[O-])c1 (stereo not given)	18	-0.6
CC(C)CC#Cc1ccc2c(c1)O[C@@H](CN(C)Cc1ccccc1)[C@@H](C)CN([C@H](C)CO)S2(=O)=O	31	4.6
Cc1ccc(S(=O)(=O)N[C@H]2C=C[C@@H](CC(=O)NC3CCCCC3)O[C@H]2CO)cc1	6	-0.1
C[C@@H]1CN([C@H](C)CO)C(=O)c2cc(NC(=O)Nc3ccc4c(c3)OCO4)ccc2O[C@@H](C)CCCCO[C@H]1CN(C)S(=O)(=O)c1ccc(Cl)cc1	.	-0.2
C[C@H]1CN([C@@H](C)CO)C(=O)c2cc(NC(=O)Cc3ccccc3)ccc2O[C@@H]1CN(C)Cc1ccccc1	-3	0.1
CO[C@@H]1CN(C)C(=O)c2ccc(NC(=O)c3cnccn3)cc2OC[C@H](C)NC[C@H]1C	7	0.1
O=C(C[C@H]1C[C@@H]2c3cc(NC(=O)c4ccc5c(c4)OCO5)ccc3O[C@@H]2[C@H](CO)O1)NCC1CC1	-2	0.0
C[C@H]1CN([C@@H](C)CO)C(=O)c2cccc(NS(=O)(=O)c3cccs3)c2O[C@H]1CN(C)C(=O)NC1CCCCC1	.	0.7
CNC[C@@H]1Oc2c(NS(=O)(=O)c3cn(C)cn3)cccc2C(=O)N([C@@H](C)CO)C[C@H]1C	-12	-0.2
CC(=O)N(C)C[C@H]1Oc2ncc(-c3cccnc3)cc2C(=O)N([C@H](C)CO)C[C@@H]1C	-14	0.0
Nc1ncnc2c1ncn2C1CCCO1 (stereo not given)	.	-0.1
C[C@]12CCC3c4ccc(O)cc4CC[C@H]3C1CC[C@H]2O (stereo not given in full)	-10	-0.1
C[C@@H]1CN([C@@H](C)CO)S(=O)(=O)c2ccc(C#Cc3cccnc3)cc2O[C@@H]1CN(C)C	-6	0.1
C[C@H]1CN([C@@H](C)CO)C(=O)Cc2cc(NS(=O)(=O)c3ccc(F)cc3)ccc2O[C@H]1CN(C)Cc1ccc(Oc2ccccc2)cc1	.	0.2
CC(C)CC#Cc1cnc2c(c1)C(=O)N([C@@H](C)CO)C[C@@H](C)[C@H](CN(C)C(=O)c1ccccc1)O2	.	-0.4
COC(=O)C1=CO[C@@H](O[C@@H]2O[C@H](CO)[C@@H](O)[C@H](O)[C@H]2O)[C@H]2[C@]1(O)[C@H](O)C[C@]2(C)O	.	0.2
COc1ccc(S(=O)(=O)Nc2ccc3c(c2)C(=O)N([C@@H](C)CO)C[C@H](C)[C@@H](CN(C)S(=O)(=O)c2ccccc2)O3)cc1	.	-1.8
Cc1ccccc1S(=O)(=O)NCC[C@@H]1CC[C@@H](NC(=O)C2CCCCC2)[C@H](CO)O1	-5	0.3
CC(C)NC(=O)N(C)C[C@H]1Oc2cc(Br)ccc2S(=O)(=O)N([C@@H](C)CO)C[C@H]1C	0	-2.1
C[C@H](O)C#Cc1cnc2c(c1)C(=O)N([C@@H](C)CO)C[C@@H](C)[C@H](CN(C)Cc1ccc(-c3ccccc3)cc1)O2	-29	.
CCC(=O)N(C)C[C@H]1Oc2cc(C#CC(C)(C)O)ccc2S(=O)(=O)N([C@H](C)CO)C[C@@H]1C	.	-0.4
C[C@H]1CN([C@@H](C)CO)C(=O)c2cccc(NS(=O)(=O)c3cccs3)c2O[C@@H]1CN(C)C(=O)Nc1ccc2c(c1)OCO2	.	-2.9
O=C(CCCCCCC(=O)Nc1ccccc1O)N/N=C/C=C/c1ccccc1	8	0.4
C[C@H]1CCCCO[C@@H](CN(C)S(=O)(=O)c2ccc(F)cc2)[C@@H](C)CN([C@@H](C)CO)C(=O)c2cc(NC(=O)Nc3ccccc3)ccc2O1	.	-0.1
CS(=O)(=O)Nc1ccc2c(c1)[C@H]1C[C@@H](CC(=O)N3CCOCC3)O[C@H](CO)[C@H]1O2	-1	1.8
CN1CCN(NC(=O)CN2C(=O)S/C(=C/c3ccc(Cl)cc3)C2=O)CC1	-6	-0.1
CO[C@H]1CN(C)C(=O)c2ccc(NC(=O)NC(C)C)cc2OC[C@@H](C)N(Cc2cocn2)C[C@H]1C	-5	.
C[C@@H]1CCCCO[C@@H](CN(C)Cc2ccc(C(F)(F)F)cc2)[C@@H](C)CN([C@H](C)CO)C(=O)c2cc(NC(=O)c3ccncc3)ccc2O1	.	-8.5
C[C@H](CO)N1C[C@H](C)[C@H](CN(C)Cc2ccc(Cl)c(Cl)c2)Oc2ccc(NC(=O)CCCCCC(=O)Nc3ccccc3N)cc2CC1=O	-60	.
O=C(N[C@@H]1CC[C@H](CCNS(=O)(=O)c2ccccc2Cl)O[C@@H]1CO)c1ccccc1	1	0.1
CCC(=O)N[C@@H]1C=C[C@H](CC(=O)NCC2CCCCC2)O[C@@H]1CO	-9	-0.8
CCOC(=O)c1c(NC(=O)c2nc3ncccn3n2)sc2c1CCC(C)C2 (stereo not given)	5	0.1
COc1ccccc1-c1cnc2c(c1)C(=O)N([C@H](C)CO)C[C@@H](C)[C@@H](CN(C)CC1CCOCC1)O2	-5	0.2
C[C@H]1CCCCO[C@@H](CN(C)S(=O)(=O)c2cn(C)cn2)[C@@H](C)CN([C@@H](C)CO)C(=O)c2cc(NC(=O)Nc3ccc(F)cc3)ccc2O1	.	-2.2
C[C@@H]1CN([C@H](C)CO)C(=O)Cc2cc(NC(=O)Nc3cccc4ccccc34)ccc2O[C@@H]1CN(C)CC1CCCCC1	.	0.1
Cc1ccc(S(=O)(=O)N[C@H]2CC[C@@H](CC(=O)NC3CCCCC3)O[C@H]2CO)cc1	-14	-0.1
C[C@H]1CN([C@@H](C)CO)C(=O)Cc2cc(NC(=O)C3CC3)ccc2O[C@@H]1CN(C)CC1CCCCC1	.	-0.2
C[C@H](CO)N1C[C@H](C)[C@@H](CN(C)Cc2ccc(Cl)c(Cl)c2)Oc2ccc(NS(=O)(=O)c3ccc(Cl)cc3)cc2CC1=O	.	3.5
O=C(CSc1ncnc2sc(-c3ccccc3)cc12)Nc1ccccc1C(F)(F)F	13	0.0
CO[C@H]1CN(C)C(=O)c2ccc(NS(C)(=O)=O)cc2OC[C@H](C)N(Cc2nccs2)C[C@@H]1C	2	0.2
C[C@@H]1CN([C@H](C)CO)C(=O)Cc2cc(NC(=O)C3CC3)ccc2O[C@@H]1CN(C)Cc1ccc(Cl)c(Cl)c1	-25	-0.1
Cc1noc(C)c1S(=O)(=O)N(C)C[C@H]1Oc2ccc(N(C)C)cc2CC(=O)N([C@H](C)CO)C[C@H]1C	1	-2.8
C[C@H]1CCCCO[C@@H](CN(C)C(=O)CCCN(C)C)[C@@H](C)CN([C@@H](C)CO)C(=O)c2cc(NC(=O)Cc3ccccc3)ccc2O1	.	-3.6
CO[C@H]1CN(C)C(=O)c2cc(NS(=O)(=O)CC(F)(F)F)ccc2OC[C@H](C)N(CC2CCCCC2)C[C@H]1C	6	0.2
Cc1c(Br)c([N+](=O)[O-])nn1C(C)C(=O)Nc1ccccc1C(F)(F)F (stereo not given)	-10	0.3
CCOc1ccc2nc(SCC(=O)Nc3cccc(C)c3C)sc2c1	-5	0.4
COC(=O)CCCCCCC(=O)N/N=C/C=C/c1ccccc1	19	.
N#Cc1cc2c(OCC(O)CN3CCN(C(c4ccccc4)c4ccccc4)CC3)cccc2[nH]1 (stereo not given)	.	-0.7
CO[C@H]1CN(C)C(=O)c2cc(NC(=O)c3ccccc3)ccc2OC[C@@H](C)N(C(=O)C2CC2)C[C@H]1C	0	0.4
C=C[C@@]1(C)CCC2C(=CCC3[C@]2(C)CCC[C@@]3(C)C(=O)O)C1 (stereo not given in full)	.	0.3
C[C@H]1CN([C@@H](C)CO)C(=O)c2cc(C#Cc3ccccn3)cnc2O[C@@H]1CN(C)CC1CCCC1	-7	-0.8
O=C(O)[C@@]1(CCS(=O)(=O)c2ccccc2)COC(c2ccc(OCCCO)cc2)=N1	1	.
C[C@@H]1CN([C@@H](C)CO)C(=O)c2cc(NS(=O)(=O)c3cn(C)cn3)ccc2O[C@@H]1CN(C)C(=O)Nc1ccc(C(F)(F)F)cc1	.	1.3

Next section:
smiles	PRC2 inh	IDH1 R132H inh
Cc1ccc(S(=O)(=O)Nc2ccc3c(c2)C(=O)N([C@H](C)CO)C[C@H](C)[C@H](CN(C)C(=O)Nc2ccc(F)cc2)O3)cc1	-4	0.0
O=C(CC1c2ccccc2Oc2ccccc21)Nc1ccc(Cc2ccncc2)cc1	19	14
C=CCn1c(=S)sc2c(SCC(N)=O)ncnc21	8	1.8
O=C(NCC[C@@H]1CC[C@@H](NC(=O)c2ccncc2)[C@@H](CO)O1)Nc1ccc(Cl)cc1	-4	0.3
Cc1ccc(S(=O)(=O)N(C)C[C@@H]2Oc3ccc(NS(=O)(=O)c4c(C)noc4C)cc3CC(=O)N([C@@H](C)CO)C[C@H]2C)cc1	.	-1.9
C[C@@H]1CN([C@H](C)CO)S(=O)(=O)c2ccc(C#Cc3ccc(F)cc3)cc2O[C@@H]1CN(C)C	-5	-1.5
CC(C)NC(=O)Nc1ccc2c(c1)C(=O)N([C@H](C)CO)C[C@H](C)[C@H](CN(C)S(=O)(=O)c1cccs1)O2	.	-1.1

Assay outcomes as filed in PubChem.
